Bioassay records from PubChem BioAssay.
VIM-2 inh: inhibitors of Pseudomonas aeruginosa VIM-2 metallo-beta-lactamase | 290,000 tested, 0.89% active | inhibition, % at 5.6 µM | purified VIM-2, nitrocefin hydrolysis, epi-absorbance fluorescence;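 active means inhibition above the mean of all tested compounds plus 3 SD, cutoff set per screening run, cut at about 7.5% in these data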;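 further: red hydrolysis product quenches plate fluorescence so inhibitors raise well fluorescence; 0% = enzyme with DMSO and 100% = DMSO without enzyme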
PHOSPHO1 inh: blocks human PHOSPHO1 phosphatase activity. Q8TCT1. recombinant PHOSPHO1, absorbance phosphatase assay. inhibition, % at 13.3 µM. 290,000 tested, 1.1% active; in the data active means inhibition above about 60%
GPR7 antag: human neuropeptides B/W receptor 1 antagonism; P48145; GPR7-expressing cells, fluorescence antagonist assay; inhibition, % at 4.4 µM; 290,000 tested, 1.1% active; AID 1861; in the data active means inhibition above about 16%, passing the limit was not always enough;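 further: cells stimulated with the agonist NPW; 0% = agonist with vehicle and 100% = vehicle without agonist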
Target sequence (P48145 whole entry, looked up): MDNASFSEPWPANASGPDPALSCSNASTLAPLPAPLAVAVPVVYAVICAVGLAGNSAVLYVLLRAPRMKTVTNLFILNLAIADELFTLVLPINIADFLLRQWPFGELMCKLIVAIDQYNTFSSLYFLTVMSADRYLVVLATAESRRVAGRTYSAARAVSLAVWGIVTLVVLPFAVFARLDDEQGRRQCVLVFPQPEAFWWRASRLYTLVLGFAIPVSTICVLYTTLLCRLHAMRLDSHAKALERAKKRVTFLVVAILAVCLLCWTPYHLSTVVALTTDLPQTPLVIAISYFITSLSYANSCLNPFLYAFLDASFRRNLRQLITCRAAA
IMP-1 inh: inhibitors of Pseudomonas aeruginosa IMP-1 metallo-beta-lactamase; purified IMP-1, nitrocefin hydrolysis, epi-absorbance fluorescence; inhibition, % at 5.6 µM; 290,000 tested, 0.45% active;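 active means inhibition above the mean plus 3 SD of all compounds in the same screening run, cut at about 4.5% in these data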;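 further: 0% = IMP-1 with DMSO and 100% = DMSO wells lacking enzyme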
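assay system = purified recombinant IMP-1 metallo-beta-lactamase enzyme | schedule = 15 min preincubation plus 25 min reaction at 25 °C | signal = Epi-absorbance fluorescence, 480 nm excitation, 530 nm emission | read-out basis = percent inhibition from optical density relative to buffer-blank wells | controls = IMP-1 with DMSO as 0%, enzyme-free DMSO as 100%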
V1R ag counter: V1a receptor agonism, counter-screen for OXTR agonists. CHO-V1R cells, Fluo-8 calcium fluorescence, agonist mode; 0% DMSO, 100% 3 nM vasopressin. activation, % at 3 µM. 320,000 tested, 0.25% active. AID 2797;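 active means activation above the mean activation of all tested compounds plus 3 SD, per screening run, cut at about 20% in these data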;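 further: signal is peak over basal fluorescence ratio across a 100 second FLIPR read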
DNA FID counter: displaces DNA intercalator in HCV helicase counter-screen | DNA fluorescent intercalator displacement, fluorescence | inhibition, % at 7.9 µM | 290,000 tested, 0.17% active | AID 1845; in the data active means inhibition above about 37%;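 further: 0% = vehicle and 100% = reference compound; higher means more ethidium bromide displaced from hairpin DNA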
GalR3 antag: blocks the human galanin receptor 3 | HEK293 GalR3-CNG cAMP membrane potential fluorescence; galR3 body fused to GalR1 C-terminus | O60755 | inhibition, % at 3 µM | 360,000 tested, 0.44% active;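 active means inhibition above the screen-wide average plus 3 SD, cut at about 13% in these data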;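 further: forskolin and galanin both at EC90 stimulate the cells; cAMP rise reported by CNG channel membrane potential dye signal; 0% = forskolin plus galanin with DMSO and 100% = forskolin alone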
Target sequence (O60755 1-299 limits assumed): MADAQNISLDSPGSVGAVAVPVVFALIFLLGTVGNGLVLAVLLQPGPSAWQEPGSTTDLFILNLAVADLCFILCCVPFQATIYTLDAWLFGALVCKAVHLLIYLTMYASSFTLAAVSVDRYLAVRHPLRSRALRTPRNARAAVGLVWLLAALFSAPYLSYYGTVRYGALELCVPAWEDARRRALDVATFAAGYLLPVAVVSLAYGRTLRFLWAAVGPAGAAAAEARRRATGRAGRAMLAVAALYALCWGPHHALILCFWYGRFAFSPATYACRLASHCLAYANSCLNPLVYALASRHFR
OXTR agonist: activates the human oxytocin receptor; 320,000 tested, 0.32% active; activation, % at 3 µM; CHO-OTR cells, Fluo-8 calcium fluorescence; normalized: DMSO 0%, oxytocin 100%; P30559; AID 2435;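 active means activation above the mean of all tested compounds plus 3 SD, cutoff set per screening run, cut at about 20% in these data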;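 further: peak over basal fluorescence ratio from a 100 s FLIPR kinetic read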
Target sequence (P30559 whole entry, looked up): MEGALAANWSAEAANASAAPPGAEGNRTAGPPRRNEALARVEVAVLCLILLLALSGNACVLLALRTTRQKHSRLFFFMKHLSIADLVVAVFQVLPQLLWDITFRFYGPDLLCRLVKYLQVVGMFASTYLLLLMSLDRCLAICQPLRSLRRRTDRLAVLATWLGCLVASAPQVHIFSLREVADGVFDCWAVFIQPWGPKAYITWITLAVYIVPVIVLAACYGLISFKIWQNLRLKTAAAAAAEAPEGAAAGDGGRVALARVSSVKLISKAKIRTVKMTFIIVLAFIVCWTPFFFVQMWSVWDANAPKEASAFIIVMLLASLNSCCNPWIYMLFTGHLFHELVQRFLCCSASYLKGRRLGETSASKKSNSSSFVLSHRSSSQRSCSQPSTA
HCV NS3 hel inh: HCV NS3 helicase inhibition. inhibition, % at 10.9 µM. 290,000 tested, 0.56% active. NS3 helicase DNA unwinding, Cy5 molecular beacon fluorescence. AID 1800;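 active means inhibition above the mean of all tested compounds plus 3 SD, set per campaign, cut at about 35% in these data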;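 further: 0% = DMSO wells and 100% = thioflavine S control wells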
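Material: hepatitis C virus NS3 helicase domain fragment enzyme; measured by: Cy5 fluorescence, 0 and 60 min reads; control set: DMSO and thioflavine S; incubation: 60 min unwinding reaction at 25 °C after ATP addition; read-out basis: % inhibition from 60/0 min fluorescence ratio, DMSO 0%, thioflavine S 100%; repeats: singlicate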
The depositor's hits bear a star.

What do the screens show for `Cc1ccc(OCC(=O)N/N=C\c2c(C)[nH]n(-c3ccccc3)c2=O)c([N+](=O)[O-])c1`?
VIM-2 inh: -0.9; PHOSPHO1 inh: 13.9; GPR7 antag: -2.9; IMP-1 inh: -1.9; V1R ag counter: -0.1; DNA FID counter: -19.5; GalR3 antag: -1.8; OXTR agonist: -1.9; HCV NS3 hel inh: 8.4

Results for O=C(Nc1ccc(S(=O)(=O)Nc2ncccn2)cc1)c1ccc(N2CCCC2=O)cc1 ?
VIM-2 inh: 0.0; PHOSPHO1 inh: 14.9; GPR7 antag: -4.9; IMP-1 inh: 0.2; V1R ag counter: -0.2; DNA FID counter: -6.4; GalR3 antag: -0.9; OXTR agonist: 0.4; HCV NS3 hel inh: -4.2

Results for CCCCNC(=O)Nc1cc(C(=O)OC)ccc1Cl ?
VIM-2 inh: -1.8; PHOSPHO1 inh: 27.6; GPR7 antag: -4.8; IMP-1 inh: 0.6; V1R ag counter: 0.7; DNA FID counter: -8.7; GalR3 antag: -5.7; OXTR agonist: -0.5; HCV NS3 hel inh: 2.5

What do the screens show for `Cc1c(Cl)cccc1NC(=S)NCCCN(C)C`?
VIM-2 inh: 1.4; PHOSPHO1 inh: -8.6; GPR7 antag: -10.8; IMP-1 inh: -0.6; V1R ag counter: 0.5; DNA FID counter: 2.4; GalR3 antag: -1.3; OXTR agonist: 0.1; HCV NS3 hel inh: -9.6

What do the screens show for `COC(=O)C1=C(C)N(Cc2ccc(C)cc2)C(=O)/C1=C\c1ccc(O)c(OC)c1`?
VIM-2 inh: 0.6; PHOSPHO1 inh: 48.6; GPR7 antag: -6.9; IMP-1 inh: -0.2; V1R ag counter: -0.4; DNA FID counter: -5.2; GalR3 antag: -8.5; OXTR agonist: 0.9; HCV NS3 hel inh: 21.6

Results for O=C(O)Cc1n[nH]c(=O)c2ccccc12 ?
VIM-2 inh: -5.1; PHOSPHO1 inh: -1.0; GPR7 antag: -12.1; IMP-1 inh: -2.7; V1R ag counter: -0.8; DNA FID counter: 2.7; GalR3 antag: -8.9; OXTR agonist: 0.0; HCV NS3 hel inh: 1.3

What do the screens show for `Cn1c(Cc2ccccc2)nnc1SCc1nc2ccccc2c(=O)[nH]1`?
VIM-2 inh: 0.2; PHOSPHO1 inh: 23.8; GPR7 antag: 1.6; IMP-1 inh: -1.7; V1R ag counter: -1.2; DNA FID counter: 1.5; GalR3 antag: -3.2; OXTR agonist: -0.9; HCV NS3 hel inh: -4.1

Results for O=C(CN1C(=O)COc2ccccc21)NCCN1CCOCC1 ?
VIM-2 inh: -2.6; PHOSPHO1 inh: 27.9; GPR7 antag: -3.3; IMP-1 inh: -3.5; V1R ag counter: 3.1; DNA FID counter: -0.8; GalR3 antag: -8.6; OXTR agonist: 0.0; HCV NS3 hel inh: 10.6

Results for Cc1nnc(NC(=O)CSc2ccccn2)s1 ?
VIM-2 inh: -0.9; PHOSPHO1 inh: -4.2; GPR7 antag: -9.6; IMP-1 inh: -4.7; V1R ag counter: -0.2; DNA FID counter: 8.8; GalR3 antag: -0.6; OXTR agonist: 0.2; HCV NS3 hel inh: 7.1

Results for N#CC(c1ccc(Cl)cc1)N1CCOCC1 (stereo not given) ?
VIM-2 inh: -2.1; PHOSPHO1 inh: 24.4; GPR7 antag: 1.6; IMP-1 inh: -2.7; V1R ag counter: -0.6; DNA FID counter: -0.3; GalR3 antag: -8.0; OXTR agonist: 0.5; HCV NS3 hel inh: 9.8

Results for O=C(CC12CC3CC(CC(C3)C1)C2)N1CCN(S(=O)(=O)c2cccs2)CC1 ?
VIM-2 inh: -2.9; PHOSPHO1 inh: 25.6; GPR7 antag: 1.1; IMP-1 inh: -4.3; V1R ag counter: 1.9; DNA FID counter: -25.6; GalR3 antag: -8.1; OXTR agonist: 0.2; HCV NS3 hel inh: -5.4

How did O=C1Nc2ccccc2Nc2ccc([N+](=O)[O-])cc21 do in these assays?
VIM-2 inh: -1.6; PHOSPHO1 inh: 28.3; GPR7 antag: 2.2; IMP-1 inh: -2.3; V1R ag counter: 1.4; DNA FID counter: 3.5; GalR3 antag: -10.3; OXTR agonist: -1.3; HCV NS3 hel inh: 17.5

How did CC(C)(C)c1nc[nH]c(=O)c1Br do in these assays?
VIM-2 inh: -5.7; PHOSPHO1 inh: 4.7; GPR7 antag: -7.6; IMP-1 inh: -5.5; V1R ag counter: 0.8; DNA FID counter: -2.9; GalR3 antag: 2.2; OXTR agonist: -1.3; HCV NS3 hel inh: -2.4

How did CC(C)(C)NC(=O)C(=O)NNC(=O)c1ccc(C(C)(C)C)cc1 do in these assays?
VIM-2 inh: -2.9; PHOSPHO1 inh: 9.1; GPR7 antag: -10.9; IMP-1 inh: -1.1; V1R ag counter: 1.2; DNA FID counter: -5.5; GalR3 antag: 0.6; OXTR agonist: 2.2; HCV NS3 hel inh: 4.2

What do the screens show for `CCCn1c(=O)c2c(C(F)(F)F)cc(-c3cccs3)nc2n(CCC)c1=O`?
VIM-2 inh: -2.0; PHOSPHO1 inh: -17.0; GPR7 antag: -4.0; IMP-1 inh: -3.6; V1R ag counter: 1.2; DNA FID counter: 0.6; GalR3 antag: 2.3; OXTR agonist: 0.8; HCV NS3 hel inh: -2.0

Results for CCCC1=NN(c2ccc([N+](=O)[O-])cc2)C(=O)/C1=C\N(C)C ?
VIM-2 inh: -2.0; PHOSPHO1 inh: 16.0; GPR7 antag: -7.7; IMP-1 inh: -3.0; V1R ag counter: 0.0; DNA FID counter: -3.7; GalR3 antag: 0.3; OXTR agonist: -1.5; HCV NS3 hel inh: 15.7

How did Cc1ccc(OCCn2cc(Br)c(=O)[nH]c2=O)cc1 do in these assays?
VIM-2 inh: -1.6; PHOSPHO1 inh: 18.5; GPR7 antag: -4.0; IMP-1 inh: -1.0; V1R ag counter: 2.4; DNA FID counter: -0.3; GalR3 antag: -1.4; OXTR agonist: 1.6; HCV NS3 hel inh: -3.4

How did CCc1ccc(N2C(=O)CC(Cn3nc(C)cc3C)C2=O)cc1 (stereo not given) do in these assays?
VIM-2 inh: -3.3; PHOSPHO1 inh: 38.6; GPR7 antag: -17.7; IMP-1 inh: -3.2; V1R ag counter: 1.5; DNA FID counter: -9.0; GalR3 antag: -5.9; OXTR agonist: -0.9; HCV NS3 hel inh: 8.0

How did CCC(CC)C1=NN2C(=N)/C(=C/c3ccc(OC(=O)c4ccco4)cc3)C(=O)N=C2S1 do in these assays?
VIM-2 inh: -2.1; PHOSPHO1 inh: 19.9; GPR7 antag: 2.2; IMP-1 inh: -1.4; V1R ag counter: -0.1; DNA FID counter: -29.4; GalR3 antag: -3.0; OXTR agonist: -0.4; HCV NS3 hel inh: 20.0

How did Cc1cccc(NC(=O)Cc2ccc(F)cc2)c1 do in these assays?
VIM-2 inh: -2.3; PHOSPHO1 inh: -4.2; GPR7 antag: 10.6; IMP-1 inh: -2.4; V1R ag counter: 0.5; DNA FID counter: 5.0; GalR3 antag: -1.3; OXTR agonist: -1.7; HCV NS3 hel inh: 8.2

What do the screens show for `CCOc1ccc(-c2ncncc2-c2ccccc2OC)c(O)c1`?
VIM-2 inh: -2.2; PHOSPHO1 inh: 15.0; GPR7 antag: -11.2; IMP-1 inh: -2.4; V1R ag counter: 0.8; DNA FID counter: -36.5; GalR3 antag: -9.3; OXTR agonist: -2.0; HCV NS3 hel inh: 22.6

Results for O=C(CSc1nnc(CNC(=O)c2c(F)cccc2Cl)o1)NCc1ccccc1 ?
VIM-2 inh: -1.9; PHOSPHO1 inh: 43.5; GPR7 antag: 2.4; IMP-1 inh: -1.3; V1R ag counter: 1.6; DNA FID counter: -4.7; GalR3 antag: -8.2; OXTR agonist: 1.8; HCV NS3 hel inh: 3.8

Results for O=S(=O)(NC1CCCCC1N1CCN(c2ccccc2F)CC1)c1ccc(Cl)cc1 (stereo not given) ?
VIM-2 inh: -2.2; PHOSPHO1 inh: 45.3; GPR7 antag: -4.9; IMP-1 inh: -7.0; V1R ag counter: 0.0; DNA FID counter: 16.1; GalR3 antag: -9.0; OXTR agonist: -1.4; HCV NS3 hel inh: 0.3

How did CC(C)CNC(=O)c1cc([N+](=O)[O-])ccc1N1CCOCC1 do in these assays?
VIM-2 inh: 0.8; PHOSPHO1 inh: -2.2; GPR7 antag: -11.1; IMP-1 inh: -1.1; V1R ag counter: -0.3; DNA FID counter: -16.0; GalR3 antag: 1.3; OXTR agonist: 0.3; HCV NS3 hel inh: 9.5

What do the screens show for `CCc1ccc(-n2c(SCc3cc(=O)n4cc(Br)ccc4n3)nc3[nH]ncc3c2=O)cc1`?
VIM-2 inh: -1.1; PHOSPHO1 inh: -27.9; GPR7 antag: -4.8; IMP-1 inh: -2.1; V1R ag counter: 0.6; DNA FID counter: -4.0; GalR3 antag: -2.1; OXTR agonist: -0.9; HCV NS3 hel inh: -10.1

How did CC(C)(C)C(=O)Nc1nnc(SCc2ccc(F)cc2)s1 do in these assays?
VIM-2 inh: -3.8; PHOSPHO1 inh: 6.3; GPR7 antag: 1.9; IMP-1 inh: -1.6; V1R ag counter: 2.7; DNA FID counter: -16.9; GalR3 antag: -5.7; OXTR agonist: -1.6; HCV NS3 hel inh: -11.1

What do the screens show for `CCOC(=O)Cn1nnc2c(sc3nc4c(c(-c5ccccc5)c32)CCC4)c1=O`?
VIM-2 inh: -1.5; PHOSPHO1 inh: 18.6; GPR7 antag: -5.0; IMP-1 inh: -4.7; V1R ag counter: -0.9; DNA FID counter: -2.4; GalR3 antag: -3.4; OXTR agonist: -0.5; HCV NS3 hel inh: -1.7

How did Cc1ccc(Cl)cc1NC(=O)CCS(=O)(=O)c1cccc2nonc12 do in these assays?
VIM-2 inh: -2.5; PHOSPHO1 inh: -13.9; GPR7 antag: 1.1; IMP-1 inh: -5.0; V1R ag counter: 2.4; DNA FID counter: 2.7; GalR3 antag: -7.8; OXTR agonist: 2.1; HCV NS3 hel inh: 20.0

What do the screens show for `CCOc1ccc(CNc2cccc(SC)c2)cc1`?
VIM-2 inh: -3.2; PHOSPHO1 inh: -17.0; GPR7 antag: -5.7; IMP-1 inh: -0.3; V1R ag counter: -0.4; DNA FID counter: -4.5; GalR3 antag: -4.2; OXTR agonist: -1.6; HCV NS3 hel inh: -10.1

What do the screens show for `CCN(CC)C(=O)/C=C/c1ccc(OC)c(S(=O)(=O)N2CCCCC2)c1`?
VIM-2 inh: -2.0; PHOSPHO1 inh: -3.0; GPR7 antag: 0.0; IMP-1 inh: -2.9; V1R ag counter: 1.5; DNA FID counter: -28.6; GalR3 antag: -1.7; OXTR agonist: 0.0; HCV NS3 hel inh: 2.0

How did Cc1cccc(-n2c(=O)[nH]c3c(C(N)=O)nc(-c4ccccc4Cl)nc32)c1 do in these assays?
VIM-2 inh: -3.1; PHOSPHO1 inh: 4.7; GPR7 antag: -2.3; IMP-1 inh: -1.9; V1R ag counter: -0.2; DNA FID counter: 4.3; GalR3 antag: 3.6; OXTR agonist: -0.7; HCV NS3 hel inh: -0.9
